# Bioassay records from PubChem.
# F508del corr – F508del CFTR correction, initial screen, CFBE line, single point. CFBE cells, YFP halide quenching; stimulated with forskolin plus potentiator P3; % fluorescence drop versus neutral controls. activity (quench increase), % at 7.58 µM. 0.36% of 350,000 active;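 active means mean added fluorescence quench of at least 8% versus neutral control, with both replicates also reaching 8%; inconclusive means only one of the mean or replicate conditions met; inactive means mean below 8% and not both replicates reaching 8%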;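 further: cells transiently co-express mutant CFTR-F508del with the halide-sensitive YFP; corrector assay measuring rescue of mutant channel to the surface after 24 h compound exposure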
# ARNT TACC3 PPI – disruptors of ARNT/TACC3 protein interaction, primary screen, biochemical, AlphaScreen, single concentration | AlphaScreen His-ARNT PAS-B/GST-TACC3 binding, luminescence; TACC3 fragment carries E629A point mutation | inhibition, % at 9.99 µM | AID 623870, 2012 | 0.66% of 390,000 active;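 active means mean inhibition of replicates at least 50% and at least half of replicates each reaching 50%; inconclusive means half or more replicates reach 50% but mean below 50%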;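 further: 0% = complete ARNT plus TACC3 wells and 100% = ARNT alone without TACC3; many hits fall short of the cut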
# Xi reactivation – activators of inactive X chromosome reactivation, primary screen, imaging, XiGFP fibroblasts, GFP high-content imaging, set 2; XiGFP mouse fibroblasts, % GFP-positive cells imaging, 3 d; cells co-treated with 5-aza-dC sensitizer; scaled so ellipticine positive control = 100%; activation, % at 7.58 µM; 0.055% of 360,000 active;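 active means mean normalized replicate activation at least 10% and every replicate at or above 10%; inconclusive means only one of the two criteria met; inactive means mean below 10% and not all replicates reach 10%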;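 further: 0% = median of on-plate neutral control wells and 100% = ellipticine 6 µM median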
#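 System: 68-5-11 XiGFP fibroblast line | Buffer or medium: DMEM containing 5-aza-dC | Compound: Single point | Times: Compounds 3 days, fix/stain 15 min at room temperature | Benchmarks: Positive control ellipticine, 6 µM final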
# PAX8 reporter – inhibitors of PAX8-driven TPO luciferase reporter, primary screen, RMG-I cells, single concentration; SteadyGlo, 24 h; inhibition, % at 12.6 µM; 1.2% of 360,000 active; AID 652154, 2013;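 active means mean replicate inhibition at least 60% with every replicate also reaching 60%; inconclusive means only one of the two criteria is met; inactive means mean below 60% and not all replicates reaching 60%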;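 further: luciferase light reporting Pax8 driven TPO promoter activity; plate controls were median of neutral control wells for no effect and mitoxantrone controls for full effect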
# EWS-Fli inh – EWS/Fli-driven NR0B1 reporter inhibitors, primary screen, A673 cells, NR0B1 luciferase, luminescence, MLPCN library; viability-normalised; inhibition, % at 12.6 µM; 0.67% of 350,000 active; AID 651661, 2012;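 active means mean inhibition of at least 50% after viability correction, with every replicate also passing that limit; inconclusive means mean reaches 50% but only one of two replicates passes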;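 further: firefly luciferase signal divided by Alamar Blue viability fluorescence both relative to DMSO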
# ERp5 block – inhibitors of ERp5-driven insulin aggregation, primary screen, biochemical, turbidity, absorbance 650 nm, single point | inhibition, % at 9.99 µM | AID 651711, 2012 | 90 min | 0.05% of 350,000 active;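 active means mean replicate inhibition above about 25%, with every replicate also reaching it, limit read from the data, passing the limit was not always enough; inconclusive means only one of those two criteria met; inactive means neither criterion met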
# Target sequence (Q15084 whole entry, looked up): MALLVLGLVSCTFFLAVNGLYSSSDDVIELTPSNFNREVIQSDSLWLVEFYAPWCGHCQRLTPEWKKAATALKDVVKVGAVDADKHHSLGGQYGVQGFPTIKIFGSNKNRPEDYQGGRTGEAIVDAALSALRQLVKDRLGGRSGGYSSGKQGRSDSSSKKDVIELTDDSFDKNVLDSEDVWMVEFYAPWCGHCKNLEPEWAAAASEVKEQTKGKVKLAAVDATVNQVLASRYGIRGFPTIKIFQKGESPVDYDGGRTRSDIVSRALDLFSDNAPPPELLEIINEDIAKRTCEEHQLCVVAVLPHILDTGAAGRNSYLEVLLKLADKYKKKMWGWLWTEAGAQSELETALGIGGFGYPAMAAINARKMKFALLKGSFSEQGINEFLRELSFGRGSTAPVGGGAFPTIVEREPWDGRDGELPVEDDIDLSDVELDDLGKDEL
# INS-1E GSIS act – GLuc luminescence reporter in INS-1E cells, primary screen for activators of glucose-dependent secretion of insulin; INS-1E GLuc reporter insulin secretion, 2-3 h; 0.61% of 370,000 active; activation, % at 16.6 µM;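 active means lowest replicate activation of at least 40%, so every replicate reaches that level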;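 further: 0% = median of neutral control wells and 100% = median of IBMX positive control wells; some compounds called inactive have numbers as strong as hits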
# DENV2 CPE – inhibitors of DENV2 cytopathic effect, primary screen, cell-based, plate reader, single concentration; DENV2-infected cells, cytopathic effect rescue; CPE inhibition, % at 9.99 µM; 1.7% of 350,000 active; AID 651640, 2012; in the data active means CPE inhibition above about 20%, passing the limit was not always enough; inconclusive means no clear call, values can overlap the other calls; tested in BHK-21 cells;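 further: 0% = median of neutral control wells and 100% = median of positive control wells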
# * marks the source's active call; other numbers are inactive results; u = inconclusive; x = not tested or not shown; & = joins results of further samples.
SMILES,F508del corr,ARNT TACC3 PPI,Xi reactivation,PAX8 reporter,EWS-Fli inh,ERp5 block,INS-1E GSIS act,DENV2 CPE
CN(CC(=O)NCc1ccc2c(c1)OCO2)CC(=O)Nc1ccc(F)c(F)c1F,0.2,-3,0.0,0,4,2,5,-5
O=C(c1ccncc1)N1CC(=O)N2[C@@H](CO)[C@H](c3ccc(/C=C/c4ccccc4)cc3)[C@@H]2C1,-0.3,x,0.0,14,5,11,20,3
CC=Cc1ccc2n(c1=O)C[C@H]1[C@H](CO)[C@@H](C(=O)NCC)[C@@H]2N1S(=O)(=O)c1cn(C)cn1 (mixture of isomers),0.0,-3,0.2,x,-6,-5,-5,8
CCCCN1C(Nc2ccccc2)=NC[C@@H]1Cc1ccccc1,2.4,-4,-0.2,-5,9,4,-2,22*
O=C1CCN(Cc2ccccc2)CCN1CCOc1ccccc1,0.8,-6,0.2,-105,-60,0,-14,-12
COCC(=O)N1CCCCN2[C@H](C1)[C@@H](c1ccc(-c3ccc(OC)cc3)cc1)[C@@H]2CO,0.2,-4,0.0,-13,x,-3,0,5
O=C(N/C(=C\c1cccs1)C(=O)N1CCOCC1)c1cccs1,0.4,-1,0.0,-5,5,8,8,10
Cc1ccc(S(=O)(=O)NC(=O)Nc2c(C)cccc2C)cc1,2.5,-26,0.1,-4,0,2,-9,-7
CCC(=O)N(C)C[C@H]1[C@@H](c2ccc(-c3cccc(F)c3)cc2)[C@@H](CO)N1C(C)=O,0.7,x,0.3,x,x,-3,-6,12
C[C@H](NC(=O)C[C@H]1C[C@@H]2c3cc(NC(=O)NC4CCCCC4)ccc3O[C@@H]2[C@@H](CO)O1)c1ccccc1,1.2,-3,0.1,25,4,3,10,0
CC(=O)C1=C(C)Nc2ncnn2C1c1cccc(Br)c1 (stereo not drawn),-3.3,-1,0.1,-9,-10,-1,65,0
Cc1ccc2cn[nH]c2c1NC(N)=S,x,-5,0.1,-20,-6,1,40,-2
Cc1cc(Br)ccc1OCC(=O)NNC(=O)C(=O)Nc1ccccc1,-4.1,2,0.0,-20,-20,5,12,5
CC(C)Cc1nnc(NC(=O)c2ccc(S(=O)(=O)N3CCCC3)cc2)s1,-4.5,2,0.1,4,10,6,20,-7
Cc1ccc(SC[C@H](c2ccccc2)N2CCN(C)CCC2=O)cc1,-2.7,3,0.0,-120,-114,x,-2,x

# 2 entries picked at random from the list so far:
SMILES,F508del corr,ARNT TACC3 PPI,Xi reactivation,PAX8 reporter,EWS-Fli inh,ERp5 block,INS-1E GSIS act,DENV2 CPE
CC(=O)C1=C(C)Nc2ncnn2C1c1cccc(Br)c1 (stereo not drawn),-3.3,-1,0.1,-9,-10,-1,65,0
Cc1ccc2cn[nH]c2c1NC(N)=S,x,-5,0.1,-20,-6,1,40,-2

# (more compounds)
SMILES,F508del corr,ARNT TACC3 PPI,Xi reactivation,PAX8 reporter,EWS-Fli inh,ERp5 block,INS-1E GSIS act,DENV2 CPE
CCCCOc1ccc(OCCSc2nc3ccccc3n2CC(=O)O)cc1,3.6,3,0.0,-1,-3,1,-7,-2
COc1ccc(NC(C)=O)cc1S(=O)(=O)N1CCn2cccc2C1C (stereo not drawn),-1.5,24,0.2,-14,-3,3,5,8
O=C(O)CCCCCNS(=O)(=O)c1cccc2c1C(=O)c1ccccc1C2=O,0.0,58*,0.0,31,17,-2,12,0
Cc1cc(C(=O)Nc2cccc3c2O[C@@H](CN(C)C)[C@H](C)CN([C@@H](C)CO)C3=O)n(C)n1,-1.7,-1,0.1,-16,-2,2,2,-1
CCn1c(C)c(C)c2cc(C(=O)N3CCN(c4cccc(C)c4C)CC3)ccc21,1.7,9,0.0,-7,5,-1,-10,-3
CC(C)(C)CC(C)(C)NCC(=O)Nc1c2c(nc3ccccc13)CCC2,-1.0,5,-0.2,24,0,-4,0,2
CCn1c(-c2cc(Br)ccc2O)n[nH]c1=S,-1.0,-4,x,x,16,1,-3,-1
NS(=O)(=O)c1ccc(CCNC(=O)Cc2c[nH]c3ccccc23)cc1,2.0,3,-0.1,41,8,-3,5,u
O=S1(=O)N[C@H](Cc2ccccc2)COc2cc(N3CCN(Cc4ccccc4F)CC3)ccc21,-2.8,x,0.0,19,3,3,-11,5
S=c1[nH]nc(-c2ccco2)n1/N=C/c1ccc(Cl)c(Cl)c1,x,26,-0.1,6,x,x,7,x
CC(=O)N[C@@H](C)C(=O)OC(C)C(=O)Nc1cccc([N+](=O)[O-])c1 (stereo partly drawn),1.3,0,0.0,-3,2,0,-8,17
O=C(C1CCCCC1)N1CC[C@@H]2[C@H](CO)Nc3ccc(Br)cc3[C@@H]21,3.7,1,0.0,-3,-6,-4,-5,u
CCc1ccccc1NC(=O)CN(C)C(=O)CSc1nc2cc(Cl)ccc2s1,x,-4,0.1,-6,x,x,-11,x
C[C@@H]1CN([C@H](C)CO)C(=O)c2cc(-c3cccnc3)cnc2O[C@H]1CN(C)C(=O)C1CCC1,-2.6,0,-0.2,x,0,2,21,-5
O=C(NCc1ccncc1)c1cc(C(=O)C2CCCCC2)c[nH]1,2.4,-7,0.2,12,-11,-2,1,-6
CCOCCCNC(=O)CN1N=C(c2ccc(C)cc2)CCC1=O,-1.0,-4,0.0,-12,3,0,-5,-2
C[C@@H]1CN([C@@H](C)CO)C(=O)c2ccccc2-c2ccccc2CO[C@@H]1CN(C)Cc1cccc(O)c1,0.8,3,-0.9,-7,-6,3,6,-4
O=C(NCCCN1CCOCC1)c1c(F)cccc1F,-3.2,3,x,x,-3,3,4,6
COc1ccc2c3c(n(C)c2c1)[C@H](CO)N(C(=O)C1CCCC1)CC31CCN(Cc2cccc(F)c2)CC1,5.2,x,0.8,27,39,-7,-27,-11
CCO[C@H]1OC(C(=O)Nc2ccccc2)=C[C@@H](c2ccc(Br)cc2)[C@@H]1CCCO,1.1&1.4,0&-5,-0.2,5&13,-9&0,1&3,-21,-2&13
C[C@H](CO)N1C[C@H](C)[C@@H](CN(C)C(=O)CN(C)C)Oc2ncc(C#Cc3ccncc3)cc2C1=O,-2.0,-1,-0.7,x,-8,-4,12,3
COC(=O)c1sccc1NC(=O)Nc1cc(C)ccc1C,x,2,0.0,4,3,2,45,1
O=C(Nc1cc(N2CCCCC2)ncn1)c1ccccc1,-0.6,-7,0.1,-36,-53,0,7,4
COc1ccc(NC(=O)Nc2ccc3c(c2)CC(=O)N([C@H](C)CO)C[C@@H](C)[C@@H](CN(C)CC2CC2)O3)cc1,-1.2,9,-1.2,x,-8,6,35,0
COc1ccc(Br)cc1S(=O)(=O)N1CCCc2ccccc21,-0.5,-2,0.1,-2,4,-3,-3,2
O=CNc1cc(-c2ccoc2)cn2c(-c3ccc(F)cc3)cnc12,-2.3,x,-0.1,15,4,5,1,5
C[C@@H]1CN([C@H](C)CO)C(=O)c2cccc(NC(=O)Nc3cccc4ccccc34)c2O[C@@H]1CN(C)Cc1ccc(C(F)(F)F)cc1,3.9,9,0.0,x,7,2,-24,-4
N#Cc1nc(Nc2cc(F)cc(F)c2)c2ncn(CC(F)F)c2n1,0.6,-2,0.0,-104,-66,-9,-21,-3
COc1ccc(C(CNC(=O)c2ccc(N3CCCC3=O)cc2)N2CCCC2)cc1 (stereo not drawn),0.4,0,0.1,-2,-22,2,x,-3
CC(=O)N[C@@H](Cc1c[nH]c2ccccc12)C(=O)NCCc1ccc(S(N)(=O)=O)cc1,-1.7,-26,0.2,-6,-1,2,-1,-3
C[C@H]1CN([C@@H](C)CO)C(=O)Cc2cc(NS(=O)(=O)c3ccc(F)cc3)ccc2O[C@H]1CN(C)CC1CC1,0.7,3,0.2,-11,-3,3,-1,-3
CCOc1ccc2c(c1)c1nc3ccccc3nc1n2C,-1.0,-8,0.1,-31,-25,4,12,-2
Cc1ccc(NC(=O)COC(=O)CCc2c[nH]c3ccccc23)cc1,-3.2,x,0.0,-3,-11,2,2,10
C[C@H]1CN([C@@H](C)CO)C(=O)Cc2cc(NC(=O)Nc3ccc(F)cc3)ccc2O[C@H]1CN(C)Cc1ccc(C(=O)Nc2ccccc2N)cc1,-1.9,x,-0.4,49,7,5,-17,-6
COc1cccc(NC(=O)N(C)C[C@H]2Oc3ncc(C#Cc4ccccc4)cc3C(=O)N([C@@H](C)CO)C[C@@H]2C)c1,0.4,1,-1.1,3,9,2,-12,0
C=C(C)COc1ccc(-c2nc(N)nc(C)c2-c2ccc(OC)cc2)c(O)c1,x,13,0.0,6,x,x,-3,x
CCCCN(C(=O)c1ccc(S(=O)(=O)N(C)c2ccccc2)cc1)c1c(N)n(CCC)c(=O)[nH]c1=O,3.5,-4,0.3,8,-1,4,-4,4
COc1ccc(CCN(Cc2ccccn2)C(=S)Nc2ccccc2C)cc1OC,1.5,0,0.0,-2,-8,1,1,-2
COc1ccc2c3c(n(C)c2c1)[C@H](CO)N(CC1CCCCC1)CC31CN(C(C)=O)C1,-0.2,x,0.1,x,21,x,10,5
CCN1CCCC1CNC(=O)c1cc2c(OC)c(OC)c(OC)cc2[nH]1 (stereo not drawn),2.3,11,-0.1,-14,0,4,7,-2
Cc1[nH]n(-c2cccc3ccccc23)c(=O)c1/C=N/NC(=O)c1cccc([N+](=O)[O-])c1,0.6,6,0.0,-7,-6,x,-4,x
CC(C)CN1CCN(Cc2cnc(N3CCOCC3)s2)CC1CCO (stereo not drawn),0.5,0,0.0,5,-1,1,19,-5
C[C@H]1CN([C@@H](C)CO)C(=O)Cc2cc(NC(=O)CCCN(C)C)ccc2O[C@@H]1CN(C)S(=O)(=O)c1cn(C)cn1,0.3,-32,0.1,-19,-14,-10,26,-10
Cc1ccc(S(=O)(=O)Nc2ccc3c(c2)C(=O)N([C@@H](C)CO)C[C@@H](C)[C@@H](CN(C)S(=O)(=O)c2cccs2)O3)cc1,-0.8,-2,0.1,x,8,4,-17,-2
CC(C)COC(=O)C1C2C=CC3(CN(C4CCCC4)C(=O)C13)O2 (stereo not drawn),-0.4,x,0.1,-9,2,2,5,0
S=c1[nH]c(-c2ccc(Cl)cc2)cs1,x,x,0.2,-69,-29,-1,-2,3
N#Cc1ccc(-c2ccc([C@H]3[C@@H](CO)N4C(=O)CNC[C@@H]34)cc2)cc1,-0.7,x,0.0,-22,4,3,-4,12
Nc1ccc(-c2nc3ccc(N)cc3o2)cc1,-4.5,-3,0.0,-68,-6,13,-2,18
CS(=O)(=O)c1ccc(NCC2CCCO2)c([N+](=O)[O-])c1 (stereo not drawn),1.8,-8,0.1,-5,-3,2,0,-1
O=C1NC2(CCCCCC2)C(=O)N1Cc1ccccc1Cl,-0.8,-4,0.0,23,0,1,11,-4
C[C@H](CO)N1C[C@H](C)[C@@H](CN(C)C(=O)c2cnccn2)Oc2cc(Br)ccc2S1(=O)=O,1.5&0.4,5&15,-1.0,x,-13&-21,0&-4,6,2&-3
COc1ccc(Br)cc1/C=C/C(=O)c1ccc(NC(C)=O)cc1,-6.1,-4,0.5,105*,u,0,34,7
Cc1cc(=O)n(C)c2ccc(S(=O)(=O)N3CCOCC3)cc12,-0.9,-5,0.0,-1,7,0,11,-3
CSC(=NCc1ccco1)NC#N,0.3,-28,0.1,-13,-8,x,x,5
